Screening results deposited in PubChem by National Center for Advancing Translational Sciences (NCATS).
Mito fusion yeast = inhibitors of mitochondrial division or activators of mitochondrial fusion; S. cerevisiae fusion-defective mutant growth rescue, CellTiterGlo 48 h; Potency, µM (doses to about 46.1 µM), without a hit: at the highest dose growth rescue (activation), usual class: activators; hit rate 0.23% among 320,000; AID 485298;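 also: potency is read from the fitted curve at half-maximal effect; % of control where 0% means no effect; nearly all actives have a fitted effect of over 45% in size; temperature-sensitive fusion mutants such as fzo1-1 at 37 °C on non-fermentable ethanol glycerol medium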
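Read-out: ATP-based luminescence (CellTiterGlo, 10 min ambient) reporting growth of fusion-defective ts yeast after 48 hours at 37C on glycerol/ethanol YPEG medium in the presence of compound.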
MBNL1 CUG block = inhibitors of human MBNL1 binding to CUG repeat RNA | Q9NR56 | TR-FRET MBNL1-His/biotin-(CUG)12 binding, 665/545 ratio | Potency, µM (series often up to 57.5 µM), without a hit: top-dose activity change, negative = inhibition, hits mostly inhibitors | hit rate 0.036% among 280,000 | AID 2675; active = well fitted inhibition curve with a large enough effect in the signal ratio, with a control signal flat, not every such curve was filed as active; inconclusive = small, poorly fitted or top-dose-only effect, or effect the other way, or a change in a side signal; inactive = no such curve, though single readings can be large or run the other way; the % refers to the signal ratio; also: potency is read from the fitted curve at half-maximal effect; % is scaled to controls: 0 for no effect and ±100 for the full control effect
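Ratiometric TR-FRET (665 over 545 nm, excitation 340 nm) tracks disruption of MBNL1-His/biotin-(CUG)12 complex after 60 min at room temperature, with compounds at 92 nM to 58 uM final.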
Menin MLL FP TR = inhibitors of human menin-MLL interaction, mutant MLL peptide; hit rate 0.23% among 270,000; O00255; AID 1768; Potency, µM (titrated, usually from 61.6 µM), inactives show at the highest dose FP activity change, negative = inhibition, usual class: inhibitors; Menin + Texas Red MLL mutant peptide, fluorescence polarization; active = well fitted inhibition curve with a large enough effect in the polarisation, with a control signal flat, not every such curve was filed as active; inconclusive = small, poorly fitted or top-dose-only effect, or effect the other way, or a change in a side signal; inactive = no such curve, though single readings can be large or run the other way; the % refers to the polarisation; also: potency is read from the fitted curve at half-maximal effect; % of control where 0% means no effect; many of its hits are not listed in these tables
TSHR antag = blocks TSH signaling through the human TSH receptor. hit rate 0.2% among 330,000. TSHR-expressing cells, TSH-stimulated cAMP HTRF, 2 h; stronger effect = lower value. P16473. activity change, negative = inhibition, % at 11.5 µM. AID 504810;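 active = activity change below a set negative limit, meaning inhibition stronger than a set level, cut at about -70% in these data; inconclusive = activity change between two set negative limits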; also: % is scaled to controls: 0 for no effect and ±100 for the full control effect
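TSHR-expressing cells were treated with compounds, then stimulated with TSH at EC80 (4nM final) for 2 hours at 37 deg C. Cellular cAMP was measured by HTRF competition between lysate cAMP and cAMP-d2 for a cryptate-labelled anti-cAMP antibody.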
Eya2 phos inh = blocks the phosphatase activity of human Eya2 | O00167 | recombinant Eya2, OMFP fluorescence dephosphorylation (OMFP is methylfluorescein phosphate) | Potency, µM (top dose mostly 76.9 µM), for the others: at the highest dose activity, negative = inhibition, actives largely listed as inhibitors | hit rate 0.006% among 330,000 | AID 488837; also: potency is read from the fitted curve at half-maximal effect; % is scaled to controls: 0 for no effect and ±100 for the full control effect
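Eya2 protein (added as 0.2 uM solution) was preincubated with compound for 10 min at ambient temperature in 50 mM HEPES pH 7.5, 50 mM NaCl, 5 uM MgCl2, 0.05% BSA, 1 mM DTT. OMFP (added at 50 uM) then reacted 10 min; fluorescence read at 485/525 nm.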
PKM2 activator = activators of human pyruvate kinase M2; purified PKM2, Kinase-Glo ATP luminescence, activation; response scale: 0% is enzyme alone, no compound; Potency, µM (highest dose often 57.5 µM), inactives show top-dose activation, usual class: activators; hit rate 0.34% among 260,000; AID 1631; also: potency is read from the fitted curve at half-maximal effect; % is scaled to controls: 0 for no effect and ±100 for the full control effect; nearly all actives have a fitted effect of over 55% in size
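Purified hPK-M2 (>95% pure) converted ADP (0.1 mM final) to ATP with 0.5 mM PEP in 50 mM imidazole pH7.2, KCl, MgCl2, Tween 20, BSA; 1 h at room temperature. ATP detected by Kinase-Glo luminescence.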
USP2a block = USP2a (human) protease inhibition; O75604; USP2 core, Ub-CHOP2 coupled fluorogenic reporter, 485/531; Potency, µM (top dose mostly 38.3 µM), for inactives: at the highest dose activity change, negative = inhibition, hits mostly inhibitors; hit rate 0.01% among 330,000; AID 463254;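 also: potency is read from the fitted curve at half-maximal effect; plate controls were DMSO wells for no effect and full inhibition by NEM control for full effect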
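Cell-free coupled assay: 10nM USP2 core preincubated 30min RT with compound in Tris-HCl pH 8.0/CaCl2/CHAPS buffer, then 25nM Ub-CHOP2 and 25nM reporter substrate; fluorescence (Ex 485/Em 531) read after 60min RT, normalized to NEM inhibition, concentration-response curves fitted.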
S-ASM inh = inhibitors of human secretory acid sphingomyelinase; placental ASM, HMU-PC fluorogenic substrate, 60 min; P17405; hit rate 0.006% among 340,000; Potency, µM (series often up to 57.5 µM), without a hit: top-dose activity change, negative = inhibition, most hits filed as inhibitors; also: potency is read from the fitted curve at half-maximal effect
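HMU-PC0 cleavage (9 uM final) by human placental ASM, 60 min at 37 °C following 10 min compound exposure at RT; stopped at pH 10, fluorescence Ex 386/Em 447 nm.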
Chronic BCR inh = inhibitors of chronic active B-cell receptor signaling; ABC-DLBCL IkBa-CBG/CBR reporter, luminescence ratio, 4 h; Potency, µM (titrated, usually from 46.1 µM), for inactives: at the highest dose ratio change, negative = lower green/red ratio, usual class: inhibitors; hit rate 0.05% among 340,000; AID 493014; active = well fitted inhibition curve with a large enough effect in the signal ratio, with a control signal flat, not every such curve was filed as active; inconclusive = small, poorly fitted or top-dose-only effect, or effect the other way, or a change in a side signal; the % refers to the signal ratio;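 also: potency is read from the fitted curve at half-maximal effect; plate controls were basal doxycycline-induced cells for no effect and cells given 10 µM MG132 for full effect; MG132 reads +100%, hits lower the ratio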
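TMD8 human ABC-DLBCL cells with doxycycline-inducible IκBα–green luciferase fusion and unfused red luciferase, in 0.5% FBS medium; compounds up to 46 uM, 4 h at 37C. Green/red luminescence ratio, filter-overlap corrected, fitted to concentration-response curves.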
GALK inh = galactokinase (human) inhibition; hit rate 0.007% among 270,000; Purified GALK, Kinase-Glo residual ATP luminescence; AID 1868; P51570; Potency, µM (highest dose often 57.5 µM), inactives show at the highest dose activity change, negative = inhibition, usual class: inhibitors; also: potency is read from the fitted curve at half-maximal effect; % is scaled to controls: 0 for no effect and ±100 for the full control effect
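Quantitative HTS: GALK 5 nM, ATP 35 uM, galactose 100 uM, 1 h room temperature, then luciferase-based ATP detection.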
KCNH2 WT inh = inhibitors of human wildtype KCNH2 potassium channel; U2OS, BacMam KCNH2, thallium flux FluxOr; stronger effect = lower value; activity change, % at 1.84 µM; hit rate 0.37% among 340,000; AID 720551;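 active = maximum activity change below -70%; inconclusive = maximum activity change between -70% and -50%; inactive = maximum activity change above -50%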; also: % is scaled to controls: 0 for no effect and ±100 for the full control effect
Target sequence (Q12809 whole entry, looked up): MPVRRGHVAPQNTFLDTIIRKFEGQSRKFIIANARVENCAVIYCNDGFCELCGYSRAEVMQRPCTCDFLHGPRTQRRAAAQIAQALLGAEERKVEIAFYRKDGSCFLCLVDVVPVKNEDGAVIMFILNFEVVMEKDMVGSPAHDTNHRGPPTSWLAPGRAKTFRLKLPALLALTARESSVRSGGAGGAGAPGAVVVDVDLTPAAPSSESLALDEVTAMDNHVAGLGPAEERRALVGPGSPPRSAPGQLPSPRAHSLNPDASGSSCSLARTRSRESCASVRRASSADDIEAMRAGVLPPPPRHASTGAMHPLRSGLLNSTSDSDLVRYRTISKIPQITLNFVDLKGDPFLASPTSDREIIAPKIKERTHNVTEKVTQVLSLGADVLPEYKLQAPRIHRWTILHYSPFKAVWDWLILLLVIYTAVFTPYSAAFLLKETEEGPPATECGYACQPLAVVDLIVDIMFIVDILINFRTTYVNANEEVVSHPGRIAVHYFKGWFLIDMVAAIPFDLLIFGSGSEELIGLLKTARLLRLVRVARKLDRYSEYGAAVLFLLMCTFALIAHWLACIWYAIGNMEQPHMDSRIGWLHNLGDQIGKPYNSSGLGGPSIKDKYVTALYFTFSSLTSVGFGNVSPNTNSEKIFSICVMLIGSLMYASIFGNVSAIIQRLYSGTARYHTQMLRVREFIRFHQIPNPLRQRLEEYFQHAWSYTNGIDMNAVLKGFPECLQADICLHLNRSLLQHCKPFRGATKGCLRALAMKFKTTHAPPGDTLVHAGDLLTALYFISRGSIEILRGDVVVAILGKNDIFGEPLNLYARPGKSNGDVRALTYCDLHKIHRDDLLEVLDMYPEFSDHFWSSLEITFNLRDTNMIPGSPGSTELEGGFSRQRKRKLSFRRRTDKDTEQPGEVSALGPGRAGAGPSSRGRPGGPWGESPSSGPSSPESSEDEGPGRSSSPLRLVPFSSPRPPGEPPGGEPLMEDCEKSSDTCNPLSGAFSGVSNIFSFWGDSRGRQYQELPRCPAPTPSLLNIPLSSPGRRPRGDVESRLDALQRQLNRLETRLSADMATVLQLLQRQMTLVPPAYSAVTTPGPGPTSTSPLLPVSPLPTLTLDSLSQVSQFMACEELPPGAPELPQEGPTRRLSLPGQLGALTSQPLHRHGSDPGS
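U2OS cells were transduced with wild-type KCNH2 virus (2.03 x 10^8 / mL) for 4 h at room temperature, then cultured overnight at 37 C. Thallium flux was read with FluxOr dye. Rate constants were normalized to DMSO controls.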
* marks the source's active call; other numbers are inactive results; ? = inconclusive; nt = not tested or not shown; [ ] = remark or other dose. Unless noted, calls follow the shape of the dose curve; as a rule, active = well fitted curve in the direction sought with a large enough effect; inconclusive = small, poorly fitted or top-dose-only effect, or another doubt; inactive = no such curve, though single readings can be large; an effect the other way counts as inactive or inconclusive.

SMILES	Mito fusion yeast	MBNL1 CUG block	Menin MLL FP TR	TSHR antag	Eya2 phos inh	PKM2 activator	USP2a block	S-ASM inh	Chronic BCR inh	GALK inh	KCNH2 WT inh
COc1ccc(S(=O)(=O)N2CCCC(C(=O)NCc3ccc4c(c3)OCO4)C2)cc1 (configuration not stated)	0%	-12%	nt	-11	9%	3%	-2%	2%	-9%	1%	6
COc1ccccc1-n1c(SCC(=O)NC2CCCC2)nc2cccnc21	3%	-5%	7%	-8	-11%	0%	-2%	2%	-3%	-1%	-3
CCOC(=O)C1=C(C)N(C[C@@H]2CC[C@@H](Cc3ccc(-c4ccccc4)cc3)O2)C(=O)NC1c1cccc([N+](=O)[O-])c1 (some centres not stated)	nt	nt	nt	-4	7%	nt	0%	-11%	3%	nt	4
Cc1nc2ccccc2c(=O)n1CCCn1ccnc1	-1%	-4%	7%	-4	19%	2%	1%	1%	-3%	-1%	-2
O=C(NC1CC1)C1=C[C@@H](C2CCCCC2)C[C@@H](OCCCCO)O1	12%	1%	-17%	0	14%	-3%	-2%	-6%	-6%	-2%	nt
COC(=O)C1=CN(c2ccc(F)c(F)c2)C=C(C(=O)OC)C1c1ccc([N+](=O)[O-])cc1	8%	4%	4%	-18	6%	7%	-2%	-7%	-7%	-1%	2
COc1ccc(C2=NN(C(=O)c3cccs3)C(c3ccccc3OC)C2)cc1OC (configuration not stated)	-1%	13%	-11%	32	7%	1%	6%	-7%	?	-2%	-1
O=C(NCCN1CCOCC1)c1cc(-c2cccc(O)c2)on1	0%	-1%	2%	6	-6%	2%	4%	-2%	5%	1%	-11
O=C(/C=C/c1ccccc1O)c1ccc(Cl)cc1	-3%	-7%	5%	11	10%	8%	8%	-2%	-22%	-4%	-2
Cc1nn(CC(=O)OCC(=O)c2ccc(OC(F)F)cc2)c(C)c1[N+](=O)[O-]	-2%	nt	nt	-2	-3%	nt	0%	-2%	3%	nt	-1
CCOC(=O)C1CCN(C(=O)CN(C)S(=O)(=O)c2ccc3c(c2)c(=O)n(C)c(=O)n3C)CC1	7%	-17%	11%	5	1%	nt	2%	1%	3%	1%	6
COc1ccc2c(c1)N(C)/C(=C1/SC(=NCc3ccccc3)N(c3ccccc3)C1=O)S2	2%	7%	-2%	-6	-6%	1%	1%	5%	6%	-1%	2
C=CCNC(=O)c1c(Cl)cnn1-c1ccc(C)cc1	10%	12%	0%	4	?	8%	0%	1%	7%	2%	14
COc1ccc(COC(=O)c2n[nH]c3ccccc23)cc1F	12%	3%	4%	-2	2%	-4%	-1%	-6%	?	-1%	-8
COC(=O)c1cn(CC(=O)Nc2ccc(OC)cc2)c2ccccc12	4%	-2%	-12%	0	7%	-12%	4%	-2%	2%	2%	-26
O=C1CN(C(=O)COC(=O)c2oc3ccccc3c2COc2ccccc2)c2ccccc2N1	-1%	-7%	-15%	-3	-18%	3%	7%	-6%	1%	3%	-1
CC(C)(Cc1cc(CC(C)(C)C(=O)O)cc(C(C)(C)C)c1)C(=O)O	3%	-5%	1%	?	11%	1%	2%	-5%	1%	nt	10
O=S(=O)(c1ccc(-c2ccccc2)cc1)N1CCCCC1	0%	-6%	10%	-19	1%	1%	1%	3%	-3%	6%	0
N=C1/C(=C\c2coc3ccc(O)cc3c2=O)C(=O)N=C2SC=CN12	1%	?	nt	-11	11%	28µM*	?	-1%	?	nt	-4
CC1(C)CC(=O)c2cc(C(=O)NCc3ccco3)c(=O)n(-c3ccc(Cl)cc3)c2C1	13%	-5%	-14%	20	-18%	-6%	-4%	4%	?	0%	4
CC(C)Cn1c(-c2cccs2)nc2ccccc21	-4%	12%	-26%	-6	10%	2%	1%	-2%	8%	-3%	-3
CCCC(C(=O)NNC(=O)c1cc(C)oc1C)c1ccccc1 (configuration not stated)	nt	nt	nt	-8	-10%	nt	5%	2%	4%	nt	-5
CCOC(=O)Cn1c(=O)c2c(nc(Br)n2Cc2ccccc2)n(C)c1=O	-5%	-4%	5%	-12	-5%	-14%	-4%	nt	12%	7%	nt
O=C(CBr)N1CCc2ccccc2C(c2ccccc2)C1 (configuration not stated)	-4%	1%	nt	-4	-15%	3%	0%	6%	?	0%	6
NS(=O)(=O)c1ccc(CCNC(=O)CSc2ccc([N+](=O)[O-])cc2)cc1	2%	?	7%	1	0%	nt	0%	1%	?	-1%	7
O=C(Nc1ccc(F)cc1F)c1ccc2ncsc2c1	26%	-3%	12%	-5	-14%	nt	-9%	8%	?	10%	1
COc1ccc(C(CC(=O)N2CCN(c3ccccc3)CC2)c2c(O)cc(OC)cc2OC)cc1 (configuration not stated)	-2%	-8%	13%	-4	-24%	-3%	3%	-7%	?	-2%	-9
COc1ccc(/C=N/Nc2nnc(Cc3ccccc3)c(=O)[nH]2)cc1OC	-2%	nt	nt	-6	-2%	-1%	4%	0%	?	-2%	3
CCCNC(=O)C(=O)NCc1ccccn1	-1%	-7%	2%	-10	-14%	-28%	0%	0%	0%	1%	5
CCCCCCCCOC(=O)c1nc(Cl)c(Cl)c(N)c1Cl	6%	-14%	11%	-12	-5%	7%	2%	-21%	6%	3%	0
CCCC1(C(=O)OC)NC(c2ccc(OC)c(OC)c2)C2C(=O)N(c3cccc(C(C)=O)c3)C(=O)C21 (configuration not stated)	-5%	-2%	0%	-13	-5%	0%	2%	0%	?	-4%	1
O=C(NC(Cc1ccccc1)c1ccc2c(c1)OCCCO2)c1ccc(F)cc1 (configuration not stated)	-5%	-6%	19%	16	0%	-20%	-19%	0%	9%	0%	8
O=C(Cn1c(=O)oc2cc(S(=O)(=O)N3CCCC3)ccc21)N1CCCC1	-2%	0%	0%	11	3%	7%	2%	6%	5%	3%	2
CC(C)(C)OC(=O)NNC1CC(=O)N(c2ccccc2F)C1=O (configuration not stated)	1%	-28%	12%	5	-14%	0%	2%	4%	-3%	-3%	3
CCOC(=O)c1ccc(-c2ccc(/C=N/NC(=O)CN(c3cccc(C)c3)S(C)(=O)=O)o2)cc1	0%	4%	20%	1	-19%	5%	2%	87%[activator]	2%	nt	0
CCN(CC)S(=O)(=O)c1ccc(C(=O)NCCc2ccccn2)cc1	0%	-7%	-1%	9	-6%	-3%	2%	2%	6%	6%	-2
CCN(CC)C(=O)CSc1nc2ccsc2c(=O)n1CCCC(=O)NCCc1ccc(S(N)(=O)=O)cc1	-5%	3%	1%	2	10%	-9%	4%	0%	4%	1%	nt
COC(=O)c1ccccc1S(=O)(=O)N1CCC(C(=O)NC2CCCCC2)CC1	-1%	nt	nt	19	2%	nt	-1%	8%	?	nt	-7
CC(C)N1CCC(=NNc2ccc(S(=O)(=O)N3CCOCC3)cc2[N+](=O)[O-])CC1	2%	?	-3%	10	3%	-6%	0%	-7%	-2%	-3%	-2
Cc1[nH][nH]c(=O)c1C(c1ccc2c(c1)OCO2)c1c(C)[nH][nH]c1=O	-1%	-2%	0%	2	9%	0%	2%	-2%	?	-2%	2
S=c1nc(NCCc2ccccc2Cl)c2ccccc2[nH]1	0%	-1%	?	-3	-4%	nt	-7%	-4%	5%	nt	1
Nc1cc(N)nc(CS)n1	2%	-10%	nt	2	9%	2%	3%	0%	1%	0%	0
O=C(CN1C(=O)c2ccc([N+](=O)[O-])cc2C1=O)Nc1ccccc1N1CCCC1	-4%	nt	nt	1	-24%	nt	1%	-1%	-7%	nt	2
COc1ccc(NC(=O)NCc2ccncc2)c(OC)c1	4%	0%	19%	0	4%	-3%	1%	4%	-2%	nt	2
Cc1cc(Cl)cc(Cl)c1OCCOCCN(C)C	-3%	-17%	-6%	31	1%	2%	2%	2%	?	1%	16
O=C(Cc1n[nH]c(=O)c2ccccc12)Nc1cc(Cl)ccc1-n1cncn1	-5%	nt	nt	5	3%	nt	-2%	-1%	11%	nt	5
Cc1cccc(-c2sc(Nc3ccccc3)n[n+]2-c2ccc(F)cc2)c1	-1%	1%	-14%	-4	-1%	0%	1%	0%	0%	nt	-13
COc1ccc(CN2CCCC(N3CCc4ccccc4C3)C2)c(O)c1 (configuration not stated)	3%	1%	-19%	3	-1%	4%	0%	-1%	3%	4%	-2

Not all compounds are listed; the hit share may differ from the screen's.
